GPT2 inhibitor = inhibitors of human GPT2 alanine aminotransferase; Q8TD30; Recombinant GPT2, coupled pyruvate oxidase/HRP Amplex Red fluorescence; Potency, µM (titrated, usually from 57.7 µM), inactives show at the top dose activity change, negative = inhibition, most hits filed as inhibitors; actives 0.25% (n = 100,000); AID 1671188; further: potency means the concentration at half of the fitted maximal effect; nearly all actives have a fitted effect of over 60% in size; many of its hits are not listed in these tables
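GPT2 10ng/uL, a-KG 250uM, L-Ala 2mM, HEPES pH7.5 + 0.0001% Tween; 30 min RT. Then Amplex mix (PO/HRP/ThPP), 30 min RT dark, fluorescence. AOA 50uM used as positive control.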
3T3 cytotox = kills NIH 3T3 cells. NIH 3T3 viability, CellTiter-Glo ATP luminescence, 48-72 h. Potency, µM (titrated, usually from 96.7 µM), inactives show at the top dose activity change, negative = cytotoxicity, most hits filed as inhibitors. actives 4.3% (n = 94,000). AID 1345082; further: potency means the concentration at half of the fitted maximal effect; nearly all actives have a fitted effect of over 55% in size
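ATP-dependent luminescence (CellTiter-Glo) served as the viability signal for NIH 3T3 cells treated with compound for 48 or 72 hr at 37 °C.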
SNCA expr inhib = SNCA gene expression inhibition; HEK-293 SNCA-luciferase knock-in, luminescence, 24 h; Potency, µM (top dose mostly 57.2 µM), inactives show top-dose activity change, negative = inhibition, usual class: inhibitors; actives 0.17% (n = 140,000); AID 1671194;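 further: potency means the concentration at half of the fitted maximal effect; plate controls were DMSO cells for no effect and cell-free wells for full effect; nearly all actives have a fitted effect of over 45% in size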
IP6K1 inh = blocks human inositol hexakisphosphate kinase 1. Q92551. IP6K1 kinase, ADP-Glo luminescence, 2 h; hits give low values. activity change, % (series mostly up to about 58 µM). actives 0.81% (n = 140,000). AID 1645851; in the data active means activity change below about -25%
Target sequence (Q92551 whole entry, looked up): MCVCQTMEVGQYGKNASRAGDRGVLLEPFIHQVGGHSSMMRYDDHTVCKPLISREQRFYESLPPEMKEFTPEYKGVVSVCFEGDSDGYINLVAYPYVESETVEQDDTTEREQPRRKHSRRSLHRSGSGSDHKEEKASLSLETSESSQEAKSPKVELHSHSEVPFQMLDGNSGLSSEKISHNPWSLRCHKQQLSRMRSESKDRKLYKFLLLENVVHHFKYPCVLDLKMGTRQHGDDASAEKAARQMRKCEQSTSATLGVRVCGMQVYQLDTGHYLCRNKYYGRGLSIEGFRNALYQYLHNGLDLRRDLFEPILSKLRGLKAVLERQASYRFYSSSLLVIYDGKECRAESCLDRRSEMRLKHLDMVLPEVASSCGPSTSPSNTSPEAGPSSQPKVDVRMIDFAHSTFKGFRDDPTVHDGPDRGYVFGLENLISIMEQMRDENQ
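ADP-Glo luminescence measures ADP made by human IP6K1 during a 2 h RT reaction with ATP/IP6 (mix at 1.3 mM/130 uM); top library doses 57.5 and 19.1 uM final.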
HEK293 viab = counter-screen for SNCA expression inhibitors: cell viability | HEK-293-SNCA-luc viability, GF-AFC fluorescence, 24 h | Potency, µM (series often up to 57.1 µM), for the others: at the top dose activity change, negative = cytotoxicity, hits mostly cytotoxic | actives 0.12% (n = 150,000);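 further: potency means the concentration at half of the fitted maximal effect; 0% = DMSO-treated cells and -100% = medium-only wells without cells; nearly all actives have a fitted effect of over 30% in size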
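HEK-293-SNCA-luc cells (1500/well) plated 24 h, then exposed 24 h to a dilution series; GF-AFC added 30 min at 37C, fluorescence 405/540 nm; normalised to medium-only and DMSO wells, Hill fit.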
Luciferase inh = inhibitors of firefly (Photinus pyralis) luciferase; P08659; purified P. pyralis luciferase, luminescence, biochemical; Potency, µM (highest dose often 115 µM), inactives show at the top dose activity change, negative = inhibition, usual class: inhibitors; actives 2.5% (n = 76,000); AID 1347043; further: potency means the concentration at half of the fitted maximal effect; nearly all actives have a fitted effect of over 65% in size
Target sequence (P08659 whole entry, looked up): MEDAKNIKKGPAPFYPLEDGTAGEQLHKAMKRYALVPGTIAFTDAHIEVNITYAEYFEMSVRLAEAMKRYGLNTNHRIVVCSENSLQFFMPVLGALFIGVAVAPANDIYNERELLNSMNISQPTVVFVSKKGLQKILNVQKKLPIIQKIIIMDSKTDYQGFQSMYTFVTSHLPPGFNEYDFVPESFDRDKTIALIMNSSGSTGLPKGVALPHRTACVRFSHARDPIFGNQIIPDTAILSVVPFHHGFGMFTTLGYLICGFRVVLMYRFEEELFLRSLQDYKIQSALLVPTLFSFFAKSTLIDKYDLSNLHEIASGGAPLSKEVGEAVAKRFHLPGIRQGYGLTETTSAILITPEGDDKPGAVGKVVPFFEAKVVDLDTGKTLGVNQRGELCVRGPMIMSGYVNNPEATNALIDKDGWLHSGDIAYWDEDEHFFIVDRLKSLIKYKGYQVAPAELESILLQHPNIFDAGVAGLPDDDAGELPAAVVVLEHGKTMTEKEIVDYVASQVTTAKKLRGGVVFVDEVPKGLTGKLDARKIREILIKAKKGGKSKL
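Luminescence read by CCD imager after adding enzyme (10nM final) to wells holding compound, titrated in qHTS. Substrates 10uM each D-luciferin and ATP; buffer 50mM Tris acetate pH 7.5, 10mM Mg acetate, Tween-20, BSA.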
HEK293 tox = kills HEK 293 cells | actives 6.6% (n = 94,000) | Potency, µM (top dose mostly 115 µM), without a hit: at the top dose activity change, negative = cytotoxicity, actives largely listed as inhibitors | HEK 293 viability, ATP luminescence (CellTiter-Glo), 48-72 h; further: potency means the concentration at half of the fitted maximal effect; nearly all actives have a fitted effect of over 60% in size
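qHTS cytotoxicity; HEK 293, 250 cells/well; compound pinned; 48 or 72 hr, 37 degree Celsius, 5% CO2, 95% humidity; CellTiter-Glo, 10 min RT; luminescence (ATP).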
An asterisk follows results filed as active; i = inactive; ? = inconclusive; · = no result given; [ ] = another dose, or the depositor's remark. Unless noted, the call rests on the fitted dose curve; in most records, active means well fitted curve in the direction sought with a large enough effect; inconclusive means small, poorly fitted or top-dose-only effect, or another doubt; inactive means no such curve, though single readings can be large; an effect the other way counts as inactive or inconclusive. Unless noted, on the % scale 0 is the no-effect control and ±100 the full control effect.

SMILES	GPT2 inhibitor	3T3 cytotox	SNCA expr inhib	IP6K1 inh	HEK293 viab	Luciferase inh	HEK293 tox
CN1CC(C(=O)N2CCN(Cc3ccccc3)CC2)NC1=O (centres undefined)	i	-3%[138 µM]	22%[87.6 µM]	1	-1%[12.5 µM]	·	-21%[172 µM]
COc1cccc(N2C(=O)NC(=NC3CCCCC3)C23CCN(Cc2cccnc2)CC3)c1	i	?	9%	6	3%	·	-9%
COCCOc1ccc2c(n1)CCN(C(=O)c1ccccc1C)C2	i	-11%	?	-9	0%[12.5 µM]	-3%	?
CC(C)(C)c1ccc(OCCOCCn2c(-c3ccc(Cl)cc3)nc3ccccc3c2=O)cc1	·	·	24%	-12	6%	·	·
COc1ccc(Cn2c(=O)c(C(=O)N3CCN(C(=O)c4ccccc4OC)CC3)nc3cccnc32)cc1	·	-20%	·	16	·	·	-15%
NC(=O)CO[C@@H]1CO[C@H]2[C@@H]1OC[C@@H]2NC(=S)NC1CCCCC1	i	-5%[138 µM]	3%[87.6 µM]	-2	2%[87.6 µM]	-5%[172 µM]	-14%[172 µM]
O=c1c2nc(OCc3ccccc3)ccc2ncn1Cc1ccccc1	1%[88.5 µM]	?	-14%[87.6 µM]	-5	-3%[87.6 µM]	-4%[172 µM]	?
CC1CCN(S(=O)(=O)c2ccc3c(c2)N(CC(=O)N2CCN(c4ccc(Cl)cc4)CC2)C(=O)CO3)CC1	·	·	-2%	-11	?	·	·
CN1C(=O)C(c2ccccc2)CC12CCN(C(=O)c1cccc(O)c1)CC2 (centres undefined)	3%	-4%	6%	14	3%	-1%	i
Cc1ccccc1C(=O)Nc1nnc(S(=O)(=O)N2CCCCCC2)s1	·	·	-6%	3	1%	·	·
Cc1ccc(C2NC(=O)N(CC(=O)NC(C)(C)C)C3=C2C(=O)OC3)cc1 (centres undefined)	i	3%	?	8	-7%	-4%	11%
COc1cccc(-c2nc(SCC(=O)Nc3ccc4c(c3)OCO4)c(-c3ccccc3)[nH]2)c1	·	·	-29%	-14	?	·	·
CN1C(=O)CO[C@H](c2ccc(NC(=O)CCc3ccccc3)cc2)[C@H]1CO	i	i	12%[87.6 µM]	3	4%[87.6 µM]	-6%[172 µM]	i
CC[C@@]1(C(=O)O)C[C@H](C(=O)NC(CO)CO)[C@H](c2ccc(OC)cc2)N1C	-8%[11.5 µM]	i	15%	11	9%	5%	i
CN(C)c1ccc(NC(=O)CCn2ccn3nc4c(c3c2=O)CCCC4)cc1	?	-26%	30%[activator]	-2	-14%	40µM*	?
COc1ccc(CNC(=O)c2nn(C)c3c2CS(=O)(=O)c2ccccc2-3)cc1	·	·	?	-4	5%	·	·
O=C(CC1C(=O)N(c2ccccc2)C(=O)N1CCc1cccs1)Nc1ccc(F)cc1 (centres undefined)	·	·	-22%	-4	11%	·	·
Cc1cccc(NC(=O)N2CC3CN(C)CC(C2)O3)c1	i	-5%	21%	-6	-7%	2%	4%
CC(C)N(Cc1ccccc1)C(=O)CN1C(=O)COc2ccc(S(=O)(=O)NC3CCCC3)cc21	·	·	-9%	13	?	·	·
Cc1nnnn1CCCN1C[C@H](NC(=O)CC2CCC2)[C@@H](C(C)C)C1	i	-10%	43%[activator]	0	-12%	-1%	-10%
CC(=O)N1CCN(C(=O)C2CCCN(Cc3cccc(-c4ccc(F)cc4F)c3)C2)CC1 (centres undefined)	-1%	-27%	22%	-8	7%	·	?
COCCNC(=O)[C@@H]1C[C@H](Oc2ccccc2)CN1C(=O)NC(C)(C)C	-4%	i	-8%	12	-10%	0%	-5%
COc1ccc(C2(C(=O)N3CCCC(c4[nH]ccc4C(N)=O)C3)CC2)cc1 (centres undefined)	-9%	?	?	33	-1%[12.5 µM]	-4%	?
CC1C(=O)OCC2=CC[N+]3([O-])CCC(OC(=O)C(C)(O)C1(C)O)C23 (centres undefined)	i	·	·	5	11%	·	·
COC(=O)c1ccccc1NC(=O)Cn1nc(C(F)(F)F)c2c1CCCC2	·	·	19%	34	5%	·	·
COc1ccc(C(=O)N[C@@H]2CCC[C@@H]2C(=O)N2CCSCC2)cc1	5%	-9%	-29%	4	-30%	-3%	-9%
Cc1cnc(CC2CCN(C(=O)C3CCCC3)C2)n1CC1CC1 (centres undefined)	4%	0%	-15%	-12	-1%	9%	-12%
CC(C)NC(=O)c1sc2ncccc2c1-n1cccc1	·	·	44%[activator]	24	13%	·	·
C=C(COC(=O)C(O)C(O)CN)C12OC1C1(C)C(=CC2=O)C(O)C(O)CC1C (centres undefined)	i	·	·	-3	-14%	·	·
COc1ccc(C2(O)c3ccccc3NC(=O)C2OC)cc1 (centres undefined)	i	·	·	14	0%	·	·

The closing three records of the section before lead into the next.
SMILES	GPT2 inhibitor	3T3 cytotox	SNCA expr inhib	IP6K1 inh	HEK293 viab	Luciferase inh	HEK293 tox
CC(C)NC(=O)c1sc2ncccc2c1-n1cccc1	·	·	44%[activator]	24	13%	·	·
C=C(COC(=O)C(O)C(O)CN)C12OC1C1(C)C(=CC2=O)C(O)C(O)CC1C (centres undefined)	i	·	·	-3	-14%	·	·
COc1ccc(C2(O)c3ccccc3NC(=O)C2OC)cc1 (centres undefined)	i	·	·	14	0%	·	·
O=C(c1ccccc1OCc1ccccc1)N1CCNCC(O)C1 (centres undefined)	-2%	i	8%	0	-16%	-2%	4%
COc1cccc(N2C(=O)NC(=NC3CCCC3)C23CCCN([S+](=O)([O-])c2cccc(OC)c2)C3)c1 (centres undefined)	-6%	i	-2%	-14	-10%	·	2%
Cc1ccccc1C(=O)N1CCCC1C(=O)N1CCC2(CC1)CC(=O)Nc1ccccc1O2 (centres undefined)	4%	-8%	11%	-17	4%	·	0%
O=C1COc2ccc(OCc3ccccc3)nc2CN1Cc1ccc(F)cc1	-11%[88.5 µM]	?	?	-3	-7%[87.6 µM]	?	?
CCS(=O)(=O)N1CCC(CCOC)(NC(=O)C2CC2)CC1	i	i	-20%	-11	4%	4%	i
COc1cccc(CC(=O)N2CC(Oc3ccc(-c4noc(-c5ccncc5)n4)cc3)C2)c1	i	?	?	13	?	-5%	13µM*
O=C1NC(=O)/C(=C/c2ccc3nccnc3c2)S1	i	·	33%	·	2%	·	·
COc1ccc(NC(=O)Cn2cccc2-c2nc(-c3ccc4c(c3)OCO4)no2)cc1	i	2%	81%[activator]	1	-7%	-12%	-1%
O=C(Nc1ccc(F)cc1F)[C@H]1CN(Cc2ccccc2)C[C@H]1C(=O)O	i	-24%	12%	-7	21%	·	-5%
COc1ccc(N2CC(NC(=O)c3ccco3)CC2=O)cc1 (centres undefined)	·	·	0%	9	4%	·	·
O=C(NCc1ccc(Cl)cc1)C1CCN(c2ccnc3ccnn23)CC1	-17%	?	-18%	-1	8%	·	?
O=C(c1cscn1)N1CCC2(COc3ncccc3S(=O)(=O)N2)C1 (centres undefined)	3%	1%	-1%	5	12%	·	2%
c1cc(-c2cnn3cc(-c4ccc(OCCN5CCCCC5)cc4)cnc23)ccn1	i	·	?	·	?	·	·
CC(C)C(CO)Nc1nc(Nc2cc(N)cc(Cl)c2)c2ncn(C(C)C)c2n1 (centres undefined)	i	·	·	-8	?	·	·
CCOc1ccc(C(=O)c2cn(CC(=O)Nc3ccc(C)c(Cl)c3)c3ccc(OCC)cc3c2=O)cc1	·	·	-8%	2	7%	·	·
CN1CCC(N(C)C(=O)CCC[C@@H]2[C@H]3CCCN4CCC[C@@H](CN2C(=O)c2ccccc2)[C@@H]34)CC1	i	-17%	51%	-2	-15%	-2%	0%
COC(=O)c1ccc(NS(=O)(=O)c2ccc(-n3cccn3)cc2)cc1	·	·	2%	30	6%	·	·
CC(C)CNC(=O)N1[C@@H]2CC[C@H]1CC(NC(=O)c1ccc(F)cc1)C2 (some centres undefined)	-11%	2%	0%	11	-6%	3%	-3%
CN(C)CCNC(=O)[C@H]1C[C@@H](O)[C@H](O)[C@@H]2N=C(Nc3ccc(Cl)cc3)S[C@@H]21	-2%[88.5 µM]	i	7%[87.6 µM]	-14	-2%[87.6 µM]	?	2%[172 µM]
COc1cccc(N2CCN(C(=O)c3cnn(-c4ccc(C)cc4C)c3C3CCN(C(=O)OC(C)(C)C)CC3)CC2)c1	·	·	?	-10	-17%	·	·
COc1cccc(N2C(=O)NC(=NC3CCCC3)C23CCCN(C(=O)c2ccccc2)C3)c1 (centres undefined)	i	1%	-2%	-13	1%	·	2%
O=C(CSc1cn(CC(=O)N2CCCCC2)c2ccccc12)NCc1ccccc1	·	·	-15%	8	?	·	·
CS(=O)(=O)N1CCOc2ccc(CCC(=O)N3CCCCC3)cc2C1	i	-22%	?	-7	5%[12.5 µM]	-11%	3%
CNC(=O)CCn1ncc2cc(OCc3ccccc3-c3c(Cl)cccc3OC)ccc21	1%	?	-35%	-11	-27%	13%	?
COc1ccc(-c2noc(-c3ccc(N4CCCOCC4)nc3)n2)cc1	i	?	73%[activator]	1	1%	?	?
Cc1csc(CNC(=O)C2CCCN(C3CCN(Cc4cccnc4)CC3)C2)n1 (centres undefined)	-3%	-2%	-3%	-12	-15%	2%	0%
O=C(NCCc1cnc[nH]1)C1CC(=O)N(c2n[nH]c3cc(Br)ccc23)C1 (centres undefined)	4%	2%	10%	1	-12%	-15%	-5%
CCn1ccc(C(=O)N2CCC(N3C(=O)C(O)C34CCCCC4)CC2)n1 (centres undefined)	4%	-8%	11%	-5	-4%	-7%	-1%
CN(C)S(=O)(=O)c1ccc(C(=O)NC2CC(=O)N(c3ccc4c(c3)OCCO4)C2)cc1 (centres undefined)	·	·	5%	-4	4%	·	·
COCCNC(=O)C[C@@H]1O[C@H](CNC(=O)NC2CCCCC2)[C@@H](O)[C@H]1O	-3%[88.5 µM]	-8%[174 µM]	13%[87.6 µM]	17	1%[87.6 µM]	-7%[172 µM]	-3%[172 µM]
CCC1=C(C(=O)OC)C(c2ccccc2OC)N2C(CC(=O)N3CCCC3)=CSC2=N1 (centres undefined)	3%	-15%	?	-1	?	-8%	-27%
Cc1ccc(Sc2c(C(=O)NCc3cccc(F)c3)[nH]c3ccccc23)cc1	·	·	1%	17	4%	·	·

Of the compounds above, these have a tert-butyl group.
SMILES	GPT2 inhibitor	3T3 cytotox	SNCA expr inhib	IP6K1 inh	HEK293 viab	Luciferase inh	HEK293 tox
CC(C)(C)c1ccc(OCCOCCn2c(-c3ccc(Cl)cc3)nc3ccccc3c2=O)cc1	·	·	24%	-12	6%	·	·
Cc1ccc(C2NC(=O)N(CC(=O)NC(C)(C)C)C3=C2C(=O)OC3)cc1 (centres undefined)	i	3%	?	8	-7%	-4%	11%
COCCNC(=O)[C@@H]1C[C@H](Oc2ccccc2)CN1C(=O)NC(C)(C)C	-4%	i	-8%	12	-10%	0%	-5%
COc1cccc(N2CCN(C(=O)c3cnn(-c4ccc(C)cc4C)c3C3CCN(C(=O)OC(C)(C)C)CC3)CC2)c1	·	·	?	-10	-17%	·	·
